Pf growth 96h = P. falciparum growth inhibition at 96 hour, primary screen for plastid delayed-death inhibitors. Potency, µM (series often up to 28.7 µM), for inactives: at the top dose activity change, negative = inhibition, most hits filed as inhibitors. P. falciparum luciferase reporter growth, 96 h. 6.9% of 320,000 active; also: potency is read from the fitted curve at half-maximal effect; % is scaled to controls: 0 for no effect and ±100 for the full control effect
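Delayed-death screen, second-generation endpoint: infected erythrocytes, 2% hematocrit, 0.05% parasitemia final; 96 hours at 37 C, 5% CO2; luciferase detection reagent; luminescence decrease equals reduced growth.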
LmPK inh = inhibitors of Leishmania mexicana pyruvate kinase. purified LmPK, Kinase-Glo ATP luminescence, 1 h. Potency, µM (series often up to 57.5 µM), for inactives: top-dose activity change, negative = inhibition, actives largely listed as inhibitors. 0.37% of 290,000 active. AID 1721; also: potency is read from the fitted curve at half-maximal effect; % is scaled to controls: 0 for no effect and ±100 for the full control effect
Target sequence (Q27686 whole entry, looked up): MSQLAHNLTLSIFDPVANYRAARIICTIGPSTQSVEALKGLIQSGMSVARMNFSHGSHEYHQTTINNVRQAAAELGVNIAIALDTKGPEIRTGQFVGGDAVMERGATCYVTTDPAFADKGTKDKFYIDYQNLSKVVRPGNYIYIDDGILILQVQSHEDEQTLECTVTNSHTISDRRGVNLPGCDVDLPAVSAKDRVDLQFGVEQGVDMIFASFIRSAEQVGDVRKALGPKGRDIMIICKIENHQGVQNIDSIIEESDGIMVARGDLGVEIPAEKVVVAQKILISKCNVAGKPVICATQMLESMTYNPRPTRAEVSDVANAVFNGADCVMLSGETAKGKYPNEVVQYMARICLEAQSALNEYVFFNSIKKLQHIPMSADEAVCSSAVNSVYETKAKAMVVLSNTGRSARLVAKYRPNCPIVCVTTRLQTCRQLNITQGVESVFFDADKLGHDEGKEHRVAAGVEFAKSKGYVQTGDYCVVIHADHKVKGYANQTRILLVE
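Pyruvate kinase activity monitored as ATP production (luciferase luminescence). Conditions: 0.1 nM enzyme, 0.5 mM PEP, 0.1 mM ADP, 1 h, RT; normalized against uninhibited and no-enzyme wells.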
Pf growth 48h = inhibits P. falciparum growth in the first generation, 48 h; P. falciparum luciferase growth in erythrocytes, 48 h; Potency, µM (top dose mostly 28.7 µM), for inactives: top-dose activity change, negative = inhibition, usual class: inhibitors; 5.9% of 310,000 active; AID 504832; also: potency is read from the fitted curve at half-maximal effect; % is scaled to controls: 0 for no effect and ±100 for the full control effect
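A one-generation exposure of luciferase-tagged malaria parasites in RPMI 1640/Albumax erythrocyte culture, 37 C and 5% CO2. Inhibition is inferred from decreased luminescence after adding detection reagent.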
AMA1 RON2 block = AMA1-RON2 (P. falciparum) interaction inhibition; 0.2% of 360,000 active; AlphaScreen AMA1-biotinylated RON2 peptide binding; Potency, µM (highest dose often 58.2 µM), without a hit: at the highest dose activity change, negative = inhibition, most hits filed as inhibitors;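 also: potency is read from the fitted curve at half-maximal effect; 0% = vehicle wells and -100% = peptide control; nearly all actives have a fitted effect of over 45% in size; some results filed as inactive show a strong effect at the top dose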
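AMA1 (3D7) with his tag at 25 nM final met compounds first, then biotinylated RON2 peptide at 25 nM; detection used donor plus acceptor beads, 10 µg/mL apiece, read by AlphaScreen after 30 min at room temperature.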
Shiga toxin inh = Shiga toxin inhibition | 9.2% of 290,000 active | inhibition, % at 38.7 µM | Vero cells, Shiga toxin protein synthesis inhibition reporter; in the data active = inhibition mostly above about 28%, no sharp cut-off; inactive = mostly below about 43%; also: 0% is about no effect
CHX counter = counter-screen for Shiga toxin inhibitors: cycloheximide protein synthesis inhibition; cell reporter, cycloheximide protein synthesis inhibition counterscreen; max response, %; 12% of 300,000 active; AID 2314; in the data active = max response mostly above about 13%, no sharp cut-off; inactive = mostly below about 14%; also: read at 38.3 µM for the half of the compounds with a filed dose; 0% is about no effect
TbPYK inhibitor = inhibitors of Trypanosoma brucei pyruvate kinase | AID 624173 | 0.12% of 410,000 active | Potency, µM (top dose mostly 76.8 µM), without a hit: at the top dose activity, negative = inhibition, actives largely listed as inhibitors | Q57TT1 | TbPYK enzyme, Kinase-Glo Plus ATP luminescence, 45 min; also: potency is read from the fitted curve at half-maximal effect; % is scaled to controls: 0 for no effect and ±100 for the full control effect; nearly all actives have a fitted effect of over 50% in size
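Readout: single end-point luminescence (Kinase-Glo Plus, 10 min). Reaction conditions were TbPYK/substrate plus 130 uM ADP, 45 min at RT, pH 7.2 TEA buffer. No-enzyme wells served as controls, and data were normalized before concentration-response fitting.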
An asterisk follows results filed as active; i = inactive; ? = inconclusive; . = not tested or not shown; [ ] = dose if it differs, or a comment. Unless noted, calls follow the shape of the dose curve; as a rule, active = well fitted curve in the direction sought with a large enough effect; inconclusive = small, poorly fitted or top-dose-only effect, or another doubt; inactive = no such curve, though single readings can be large; an effect the other way counts as inactive or inconclusive.

Sequence of screens: Pf growth 96h | LmPK inh | Pf growth 48h | AMA1 RON2 block | Shiga toxin inh | CHX counter | TbPYK inhibitor
- CC(=O)C1=C(C)NC(=O)NC1c1ccccc1OCC(=O)NCCc1ccccc1 (centres undefined)
    18% | 1% | . | -3% | 2 | -2 | -46%
- O=C(Nc1cc(S(=O)(=O)N2CCCCC2)ccc1N1CCOCC1)c1ccc(F)cc1
    ? | . | ? | ? | . | . | -10%
- O=C(Oc1cccc2cccnc12)c1ccco1
    1.3µM* | 3% | ? | 0% | 14 | -4 | -9%
- CCCCC1N2CC3([N+](=O)[O-])CN1CC([N+](=O)[O-])(C2)C3(C)C (centres undefined)
    ? | 0% | -10% | -22% | -10 | -4 | -4%
- COC(=O)c1cc(C(=O)OCC(=O)NCc2ccc3c(c2)OCO3)cc([N+](=O)[O-])c1
    ? | 3% | 10% | 20% | -7 | -6 | -7%
- CCC(C)N(C(=O)COC(=O)CSc1ccc([N+](=O)[O-])cc1)C1CCS(=O)(=O)C1 (centres undefined)
    -15% | -9% | 4% | -23% | -4 | 2 | 10%
- CCN(CC)S(=O)(=O)c1cccc(C(=O)Nc2cccc(C)c2)c1
    106%[activator] | 6% | . | 8% | 25 | 27* | -1%
- O=C(Cc1sc(-c2ccccc2)nc1-c1ccccc1)Nc1ccc(Cl)cc1
    ? | -3% | . | -7% | -10 | 4 | -1%
- Cc1ccc(NC(=O)c2ccc(OC(F)(F)F)cc2)cc1S(=O)(=O)N(C)C
    ? | 2% | -29% | -9% | 8 | 12* | -8%
- Cc1ccccc1NC(=S)NCc1ccc2c(c1)cc(C)n2C
    -21% | -2% | 26% | 53%[activator] | -15 | -3 | -8%
- O=C(Cn1c2c(c(-c3ccccc3Cl)cc1=O)CCC2)NCCCN1CCOCC1
    -2% | 5% | 3% | -5% | -9 | -2 | 1%
- CCOc1ccc(NC(=O)CCCn2nc(C)c3c(C)n(-c4ccccc4)nc3c2=O)cc1
    12µM* | 0% | ? | -3% | -2 | -3 | 1%
- O=C(Cn1c(-c2ccccc2Cl)nc2ccccc21)Nc1cccc(Cl)c1
    ? | 5% | -26% | -11% | -6 | -2 | -2%
- O=C(Nc1ccccc1-c1nnn(CC(=O)N2CCCc3ccccc32)n1)c1ccco1
    81%[activator] | -1% | ? | -13% | 14 | -3 | -1%
- CC(C)(C)c1ccc(C(=O)Nc2ccc3c(c2)C(=O)NC3=O)cc1
    96%[activator] | 6% | 10% | 4% | -6 | -2 | -7%
- Cc1cc(Cc2c(O)[nH]c(=S)[nH]c2=O)ccc1OC(C)C
    ? | 0% | 20% | 25% | -9 | -2 | ?
- Cc1nc2cc(C(F)(F)F)ccc2n1C1CCN(Cc2nnnn2Cc2ccc3c(c2)OCO3)CC1
    -1% | -2% | 4.7µM* | -15% | -11 | -6 | 0%
- CCOC(=O)N1CCN(C(=O)COc2ccc3ccccc3c2Br)CC1
    13µM* | 0% | 7% | 19% | -5 | 0 | 3%
- CCCCn1c(N)c(N(CCOC)C(=O)c2cc(CC)c(C)s2)c(=O)[nH]c1=O
    -1% | . | ? | -7% | . | . | -8%
- Cc1cc2oc(=O)cc(CSc3nnc(-c4cccs4)o3)c2cc1C(C)C
    ? | 0% | 8.3µM* | -15% | 4 | 11* | -3%
- CC(C)NC(=S)N1CCN(c2ncccn2)CC1
    46% | -3% | 12% | -8% | 14 | -1 | 11%
- Cc1cc(-c2n[nH]c(=S)n2/N=C/C=C/c2ccco2)n[nH]1
    -12% | 9% | -6% | 46%[activator] | -10 | -3 | -38%
- O=C(NNC(=O)C1CCN(Cc2ccccc2)CC1)c1cccs1
    28% | -1% | -9% | 15% | 20 | -3 | 0%
- c1ccc(-c2nnc(SCc3nc4ccccc4[nH]3)n2Cc2ccco2)cc1
    1% | -12% | -4% | 0% | -5 | 6 | ?
- O=C(c1ccc(S(=O)(=O)Nc2ccccc2)cc1)N1CCCC(C(F)(F)F)C1 (centres undefined)
    ? | -3% | -3% | 0% | -10 | 1 | -9%
- CCN(CC(=O)Nc1cc(Cl)ccc1OC)CC(=O)NC1CCS(=O)(=O)C1 (centres undefined)
    5% | -9% | -10% | ? | -8 | -5 | 21%
- Cc1onc(-c2ccccc2)c1C(=O)N1CCC(C)CC1
    i | 3% | -4% | -17% | -3 | -2 | 4%
- C#CCOc1nc2c(c(=O)n(C)c(=O)n2C)n1Cc1ccccc1
    -13% | 5% | -4% | -2% | -11 | 0 | 3%
- CC1CCCCN1C(=O)COC(=O)/C=C/c1ccc2ccccc2n1 (centres undefined)
    ? | 0% | -5% | -3% | 48* | 48* | 1%
- CC(OC(=O)c1cccc(N2C(=O)c3ccccc3C2=O)c1)C(=O)Nc1ccc(N(C)C)cc1 (centres undefined)
    56%[activator] | 3% | -3% | -17% | 13 | -2 | 7%

An excerpt from above, reduced to Pf growth 96h, LmPK inh and Pf growth 48h.
SMILES | Pf growth 96h | LmPK inh | Pf growth 48h
O=C(c1ccc(S(=O)(=O)Nc2ccccc2)cc1)N1CCCC(C(F)(F)F)C1 (centres undefined) | ? | -3% | -3%
CCN(CC(=O)Nc1cc(Cl)ccc1OC)CC(=O)NC1CCS(=O)(=O)C1 (centres undefined) | 5% | -9% | -10%

Following part.
Sequence of screens: Pf growth 96h | LmPK inh | Pf growth 48h | AMA1 RON2 block | Shiga toxin inh | CHX counter | TbPYK inhibitor
- CCc1ccc(-c2ccc(SCC(=O)NCC3CCCO3)nn2)cc1 (centres undefined)
    227%[activator] | -6% | 102%[activator] | 18% | 44 | 20 | -1%
- Cc1oc(-c2ccc(Cl)cc2)nc1CN1CCCC(C(=O)N2CCN(C(=O)c3ccco3)CC2)C1 (centres undefined)
    ? | 11% | . | -6% | -16 | -8 | 4%
- Cc1ccc2cccc(OCC(=O)N3CC(C)CC(C)C3)c2n1 (centres undefined)
    21% | 3% | -11% | -18% | -3 | 9 | 3%
- COc1cc(C2NCc3ccccc3-n3cccc32)ccc1O (centres undefined)
    ? | 0% | 2.6µM* | 0% | -5 | -1 | -14%
- Cc1ccc(CNC(=O)CCc2ccc(S(=O)(=O)NCC(C)C)cc2)cc1
    -11% | 0% | 0% | -7% | 14 | -3 | -12%
- c1ccc(CSc2ncnc3c2sc2nc(N4CCOCC4)c4c(c23)CCCC4)cc1
    ? | 3% | ? | -6% | -7 | -4 | -1%
- O=C(O)CNS(=O)(=O)/C=C/c1ccccc1
    ? | 6% | 23% | -6% | -5 | 19 | -2%
- Cc1nc(NCC2CC2)c2nnn(Cc3ccccc3)c2n1
    -19% | 14% | -2% | 14% | -10 | 13 | -1%
- Cc1csc(SCc2ccc(C(=O)O)cc2)n1
    ? | -23% | . | 10% | 29 | 13 | .
- CCOc1ccccc1Nc1nc2ccccc2[nH]1
    . | 0% | ? | -9% | 22 | 17* | -6%
- NC(=O)COC(=O)/C=C/c1ccc(S(=O)(=O)N2CCCCCC2)cc1
    3% | 2% | -3% | -8% | 2 | -1 | -2%
- O=C1CCC[C@@H]2[C@H]3CCC[N+]4([O-])CCC[C@@H](CN12)[C@@H]34 (some centres undefined)
    ? | -4% | -2% | 10% | 2 | -2 | -2%
- N#Cc1ccc(OCc2ccc(C(=O)O)o2)cc1
    34%[activator] | 1% | 49%[activator] | 0% | 4 | -3 | -6%
- CCCCc1nc2cc(C(=O)N3CCCC3)ccc2o1
    138%[activator] | -8% | 61%[activator] | -5% | 68* | 31* | -4%
- COCCSc1ccccc1C(=O)Nc1nnc(C)s1
    . | 5% | 8% | -4% | -5 | -3 | -4%
- Nc1nc(SCC(=O)N2CCCc3ccccc32)[nH]c(=O)c1-c1ccccc1
    0% | 1% | 14% | -4% | 54* | 34* | -6%
- Fc1ccc(C2NCCc3[nH]cnc32)cc1 (centres undefined)
    ? | -7% | 0% | 10% | -2 | -6 | 1%
- CN(CC(=O)Nc1ccc(F)cc1)CC(=O)N1CCCCC1
    -15% | . | 3% | 40%[activator] | . | . | 0%
- Cn1nc(C(=O)Nc2sccc2C(N)=O)ccc1=O
    ? | -2% | 8% | 34%[activator] | 16 | 2 | -8%
- O=C(O)C1CCC(CNS(=O)(=O)c2ccccc2)CC1 (centres undefined)
    5% | 3% | 6%[0.00184 µM] | 2% | -6 | -7 | 0%
- O=C(CSCc1ccc(Cl)cc1)NN=C1CCCCCC1
    ? | 3% | 12% | -6%[2.32 µM] | -6 | -2 | 3%
- CCN1CCN(C(=O)c2ccc(Sc3ccccc3Cl)c([N+](=O)[O-])c2)CC1
    -4% | -1% | -2% | -6% | -13 | -6 | -5%
- COc1ccc(C(=O)N/C(=C/c2cccnc2)C(=O)Nc2cccc(C(C)=O)c2)cc1OC
    3% | 8% | 0% | 10% | -5 | 3 | 3%
- COc1ccc(N2CC(C(=O)N[C@H](C(=O)NC3CCCCC3)C(C)C)CC2=O)cc1 (some centres undefined)
    14% | 1% | 0% | -8% | 25 | -4 | -4%
- Cc1cc(C)nc(N2CCN(c3nnnn3-c3ccccc3)CC2)n1
    148%[activator] | -5% | 16% | -10% | -18 | -2 | -2%

Gathered by group: the entries above with an aryl thioether with sulfur outside any ring.
Sequence of screens: Pf growth 96h | LmPK inh | Pf growth 48h | AMA1 RON2 block | Shiga toxin inh | CHX counter | TbPYK inhibitor
- CCC(C)N(C(=O)COC(=O)CSc1ccc([N+](=O)[O-])cc1)C1CCS(=O)(=O)C1 (centres undefined)
    -15% | -9% | 4% | -23% | -4 | 2 | 10%
- Cc1cc2oc(=O)cc(CSc3nnc(-c4cccs4)o3)c2cc1C(C)C
    ? | 0% | 8.3µM* | -15% | 4 | 11* | -3%
- c1ccc(-c2nnc(SCc3nc4ccccc4[nH]3)n2Cc2ccco2)cc1
    1% | -12% | -4% | 0% | -5 | 6 | ?
- CCc1ccc(-c2ccc(SCC(=O)NCC3CCCO3)nn2)cc1 (centres undefined)
    227%[activator] | -6% | 102%[activator] | 18% | 44 | 20 | -1%
- c1ccc(CSc2ncnc3c2sc2nc(N4CCOCC4)c4c(c23)CCCC4)cc1
    ? | 3% | ? | -6% | -7 | -4 | -1%
- Cc1csc(SCc2ccc(C(=O)O)cc2)n1
    ? | -23% | . | 10% | 29 | 13 | .
- COCCSc1ccccc1C(=O)Nc1nnc(C)s1
    . | 5% | 8% | -4% | -5 | -3 | -4%
- Nc1nc(SCC(=O)N2CCCc3ccccc32)[nH]c(=O)c1-c1ccccc1
    0% | 1% | 14% | -4% | 54* | 34* | -6%
- CCN1CCN(C(=O)c2ccc(Sc3ccccc3Cl)c([N+](=O)[O-])c2)CC1
    -4% | -1% | -2% | -6% | -13 | -6 | -5%

Rows were taken by chance; 21% or so of the library scored in one or more.
